# Compound activity: PubChem, Broad Institute
# ERAP1 inh = inhibitors of human ERAP1 aminopeptidase; recombinant ERAP1, Leu-AMC fluorescence, 60 min; inhibition, % at 10.7 µM; 340,000 tested, 0.15% active;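 active = mean replicate inhibition of at least 30%, or all replicates individually reaching that 30% level; inactive = mean below 30% and not every replicate reaching it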;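 note: 0% = neutral control wells and 100% = L-leucinethiol positive control wells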
# Target sequence (Q9NZ08 whole entry, looked up): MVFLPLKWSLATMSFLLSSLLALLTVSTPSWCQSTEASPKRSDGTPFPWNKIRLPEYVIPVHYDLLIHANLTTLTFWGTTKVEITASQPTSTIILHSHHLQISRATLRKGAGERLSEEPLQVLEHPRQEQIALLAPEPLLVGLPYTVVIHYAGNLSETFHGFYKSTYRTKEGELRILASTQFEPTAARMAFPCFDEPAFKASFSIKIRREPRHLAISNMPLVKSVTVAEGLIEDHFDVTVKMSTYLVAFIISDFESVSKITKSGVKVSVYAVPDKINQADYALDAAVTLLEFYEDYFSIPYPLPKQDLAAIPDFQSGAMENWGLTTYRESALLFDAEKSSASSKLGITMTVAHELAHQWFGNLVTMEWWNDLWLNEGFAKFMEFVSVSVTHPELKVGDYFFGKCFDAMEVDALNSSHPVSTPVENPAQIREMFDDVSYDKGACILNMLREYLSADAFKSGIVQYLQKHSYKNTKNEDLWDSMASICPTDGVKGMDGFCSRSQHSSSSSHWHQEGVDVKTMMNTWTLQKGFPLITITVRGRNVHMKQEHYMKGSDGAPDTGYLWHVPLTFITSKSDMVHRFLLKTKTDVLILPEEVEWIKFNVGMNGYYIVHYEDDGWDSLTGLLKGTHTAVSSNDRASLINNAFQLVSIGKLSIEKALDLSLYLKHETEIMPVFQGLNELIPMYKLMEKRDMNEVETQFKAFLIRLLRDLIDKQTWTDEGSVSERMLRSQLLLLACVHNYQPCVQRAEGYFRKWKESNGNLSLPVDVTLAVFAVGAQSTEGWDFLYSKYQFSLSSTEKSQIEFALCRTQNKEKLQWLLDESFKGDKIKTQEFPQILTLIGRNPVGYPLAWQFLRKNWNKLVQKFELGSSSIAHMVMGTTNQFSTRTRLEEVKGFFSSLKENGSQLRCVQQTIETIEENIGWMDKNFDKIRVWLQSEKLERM
# Cneo AK release = Cryptococcus neoformans lysis via adenylate kinase release | 360,000 tested, 0.2% active | lysis activity, % at 15 µM | C. neoformans lysis, adenylate kinase release luminescence, 4 h; normalised: neutral wells 0, clomiphene wells 100 | AID 651654;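 active = mean lysis activity across replicates of at least 80%, whatever share of replicates individually reach that level; inactive = mean lysis activity below 80%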
#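 Material – log-phase Cryptococcus neoformans yeast cells · Input – 5 × 10^6 yeast cells/mL · Medium – fresh YPD growth medium · Doses – single compound concentration per well · Timing – static 4 h at 37 °C with compound, 1 h detection · Detection – adenylate kinase release luminescence · Read-out – signal increase indicating cell lysis · Control set – Clomiphene as positive lysis control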
# RAD52 anneal inh = inhibitors of human RAD52 DNA annealing. AID 651710. 360,000 tested, 0.46% active. recombinant RAD52 DNA annealing, FRET fluorescence. inhibition, % at 18.7 µM;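 active = every replicate showing at least 50% inhibition; inconclusive = mean inhibition at least 50% but not in every replicate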
# E-sel inducer = E-selectin induction on HUVECs; HUVEC E-selectin immunofluorescence imaging; normalized: neutral wells 0, TNF-alpha wells 100; activation, % at 7.58 µM; 260,000 tested, 0.37% active; P16581; AID 686992;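 active = mean E-selectin-positive cell signal at least 10% of the positive control, reached in at least 60% of replicates, without over 20% cell loss; inconclusive = no rule given, readout overlaps actives, possibly toxicity-flagged; inactive = the rest, including those meeting only one limit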;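 note: in these data hits start at about 27%; measured in HUVEC primary endothelial cells; signal is the percent of cells scored E-selectin positive by PE staining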
#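 Assay system: HUVEC, human umbilical vein endothelial cells / Amount: 3,000 HUVEC/well / Controls: TNF-alpha positive control, DMSO neutral control / Compound dosing: single concentration / Medium: EGM-2 over gelatin coat / Evaluation: percent E-selectin-positive cells / Signal: immunofluorescence imaging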
# PGC1a acetyl inh = modulators of PGC1a acetylation | U2OS PGC1a acetylation, AlphaScreen anti-acetyl-lysine; with virally co-expressed GCN5 acetyltransferase | inhibition, % at 15.6 µM | 350,000 tested, 0.17% active;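 active = every replicate shows inhibition of at least 40%; inconclusive = mean inhibition at least 40% but some replicate below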;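 note: 0% = neutral control wells and 100% = positive control wells; some results beyond the cut were filed as inactive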
# * marks the source's active call; other numbers are inactive results; i = inactive; ? = inconclusive; / = no result given. An excerpt; rates above refer to the full screens.
# Values run as follows: ERAP1 inh, Cneo AK release, RAD52 anneal inh, E-sel inducer, PGC1a acetyl inh
1: COc1ccc(N=C2SC(C(=O)Nc3ccc(F)cc3)CC(=O)N2C)cc1 (stereo not drawn)
  0, /, -6, /, -9
2: Cc1[nH]c(=S)[nH]c(=O)c1CCCO
  2, /, -7, /, 1
3: Cc1ccnc2nc(C(=O)Nc3nnc(-c4ccccc4)o3)nn12
  -1, /, -8, /, -2
4: O=C(/C=C/c1ccc2ccccc2n1)c1cc(Br)ccc1O
  -1, /, -19, /, 8
5: C=CCN1C(=O)C(Cc2ccc(C)cc2)S/C1=N/N=C/c1ccco1 (stereo not drawn)
  -2, /, -4, /, 1
6: O=C(c1ccccc1Br)N1CCN(c2ccc([N+](=O)[O-])c(N3CCOCC3)c2)CC1
  3, /, 1, /, 3
7: COc1ccccc1-c1ccc(SCc2ccc(F)cc2)nn1
  -2, /, -18, /, 4
8: Cc1nc2c(ncn2-c2ccccc2)c(=O)n1NC(=O)CN1CCCCC1
  1, /, -5, /, 4
9: Cc1ccc(C)c(OCC(=O)Nc2ccc3c(c2)OCO3)c1
  3, /, -7, /, 9
10: CCOC(=O)C1=C(COC(=O)C2(C)CC2(Cl)Cl)NC(=O)NC1c1ccc(OC)cc1 (stereo not drawn)
  -3, /, -18, /, -11
11: CN(CC(=O)Nc1cc(S(=O)(=O)N2CCOCC2)ccc1Cl)C1CCS(=O)(=O)C1 (stereo not drawn)
  -5, /, -8, /, 3
12: OCC1(Cc2ccccc2)CCN(Cc2cnc(-c3cccc4ccccc34)nc2)CC1
  1, /, -64, /, 3
13: CCOC(=O)c1[nH]ncc1CN1CCCC(C(=O)c2ccc(C(C)(C)C)cc2)C1 (stereo not drawn)
  0, /, -4, /, 5
14: O=C(NCCc1nc2ccccc2[nH]1)c1ccc([N+](=O)[O-])cc1
  8, /, -10, /, 3
15: COc1cccc(CN2[C@H](CO)[C@H](c3ccccc3)C23CN(C(=O)C2CCCC2)C3)c1
  3, /, -52, /, -6
16: CC(C)CCNC(=O)CCc1nnc(COc2ccccc2)o1
  3, /, -10, /, -5
17: CN(C)S(=O)(=O)c1ccc(-c2csc(N/N=C/c3ccco3)n2)cc1
  -2, /, -8, /, 7
18: CC1(C)C2CCC(C2)C1(C)NC(=O)C[N+](C)(C)C (stereo not drawn)
  -9, /, -13, /, -4
19: O=C(O)C(Cc1ccccc1)N1CCS(=O)(=O)CC1 (stereo not drawn)
  -5, /, -9, /, 4
20: CCn1nnc(NC(=O)Cc2ccc(Cl)cc2)n1
  -3, /, -1, /, 2
21: COc1ccc2oc(C(=O)NN3C(C)CCCC3C)c(C)c2c1 (stereo not drawn)
  -2, /, -14, /, -5
22: CCOC(=O)N1CCN(C(=O)c2cc3c(s2)-c2ccc(Cl)cc2S(=O)(=O)C3)CC1
  -1, /, -11, /, 1
23: O=C(CCC1CCCCC1)Nc1ccccc1C(=O)N1CCOCC1
  11, /, -8, /, -4
24: Cc1ccc(S(=O)(=O)n2nc(C)cc2N)cc1
  5, /, -17, /, -1
25: C[C@H]1CN([C@@H](C)CO)C(=O)c2cc(NC(=O)CCCCCC(=O)Nc3ccccc3N)ccc2O[C@@H]1CN(C)C(=O)Nc1cccc2ccccc12
  3, /, 7, /, 1
26: Cc1ccc(C(=O)OCC(=O)Nc2ccccc2Cl)c(O)c1
  1, /, -5, /, -1
27: CCCNC(=O)/C(=C/c1cn(S(=O)(=O)N(C)C)c2ccccc12)NC(=O)c1ccc(OC)cc1
  -2, /, -14, /, -5
28: CC(=O)c1c(C)[nH]c(C(=O)N(C)C(c2ccccc2)c2ccccc2)c1C
  -3, /, -9, /, -19
29: COCCNC(=O)C(OC(=O)c1cccs1)c1ccc(F)cc1 (stereo not drawn)
  -4, /, -14, /, 8
30: CN(C)/C=C1\Oc2ccc3ccccc3c2C1=O
  -1, /, -14, /, -3

# Compound profiles (already shown). Order of values: ERAP1 inh | Cneo AK release | RAD52 anneal inh | E-sel inducer | PGC1a acetyl inh
# `O=C(O)C(Cc1ccccc1)N1CCS(=O)(=O)CC1` (stereo not drawn) in the list: -5 | / | -9 | / | 4
# `CC1(C)C2CCC(C2)C1(C)NC(=O)C[N+](C)(C)C` (stereo not drawn) in the list: -9 | / | -13 | / | -4
# `CC(=O)c1c(C)[nH]c(C(=O)N(C)C(c2ccccc2)c2ccccc2)c1C` in the list: -3 | / | -9 | / | -19
# `CCOC(=O)C1=C(COC(=O)C2(C)CC2(Cl)Cl)NC(=O)NC1c1ccc(OC)cc1` (stereo not drawn) in the list: -3 | / | -18 | / | -11
# `O=C(c1ccccc1Br)N1CCN(c2ccc([N+](=O)[O-])c(N3CCOCC3)c2)CC1` in the list: 3 | / | 1 | / | 3

# (listing goes on)
# Values run as follows: ERAP1 inh, Cneo AK release, RAD52 anneal inh, E-sel inducer, PGC1a acetyl inh
31: COc1ccc(-c2c(NC(=O)c3ccco3)n(-c3ccccc3)nc(C)c2=O)cc1
  -2, /, -10, /, 3
32: CC(=O)c1cccc(NC(=O)C2C(c3ccccc3)C2(Cl)Cl)c1 (stereo not drawn)
  0, /, -15, /, -17
33: Cc1ccc(C)c2nc3sc(C(=O)N4CCOCC4)c(N)c3cc12
  -3, /, -94, /, -21
34: O=C(Nc1ccc([N+](=O)[O-])cc1)Nc1ccc(Cl)cc1F
  -1, /, -2, /, -14
35: CC1CC(C)CN(C(=O)CCc2ccccc2)C1 (stereo not drawn)
  3, /, -9, /, -6
36: O=C(C1CCCC1)N1CC(=O)N2[C@H](C1)[C@H](c1ccc(C#Cc3cccc(F)c3)cc1)[C@@H]2CO
  -3, /, -34, /, -4
37: CCOc1ccc(C(=O)Nc2cccc3nsnc23)cc1[N+](=O)[O-]
  16, /, -15, /, 8
38: FC(F)(F)c1ccc(-c2nnc(-c3ccccn3)c(-c3ccccn3)n2)nc1
  -3, /, -7, /, -2
39: O=C(N/N=C/c1cccnc1)c1ccccc1OCc1cccc(Br)c1
  0, /, -10, /, 0
40: Cc1c(CNCC(C)c2ccccc2)c(C(=O)O)c(C)n1Cc1ccccc1 (stereo not drawn)
  -3, /, -6, /, -8
41: CN1CCC(=NOc2ccc([N+](=O)[O-])cc2)CC1
  2, /, -13, /, -6
42: COc1cccc(N2CCN(c3cnc4ccccc4n3)CC2)c1
  5, /, -4, /, -7
43: CCC(C)c1ccccc1NC(=O)C(C)Sc1n[nH]c(N)n1 (stereo not drawn)
  -8, /, -4, /, 4
44: COc1cc(C(=O)NNC(=O)c2ccoc2C)cc(OC)c1OC
  4, /, -12, /, -2
45: CCN(Cc1nc2ccccc2c(=O)[nH]1)C(=O)C1CC(=O)N(c2cccc3ccccc23)C1 (stereo not drawn)
  -5, /, -9, /, 2
46: COc1ccccc1-n1c(SCC(=O)Nc2cccc(S(N)(=O)=O)c2)nc2ccccc2c1=O
  2, /, -33, /, -7
47: Cn1cc(C(=O)c2ccc(Cl)cc2Cl)cc1C=O
  -1, /, -19, /, 6
48: O=C(CC1C(=O)NCCN1Cc1ccc(-c2ccccc2)cc1)NCC1CC1 (stereo not drawn)
  0, /, -23, /, -3
49: CC1CN(C(=O)c2ccc(COc3ccc(C(C)C)cc3)o2)CC(C)O1 (stereo not drawn)
  -5, /, -2, /, -11
50: C=CCn1c(SCC(=O)NCCO)nc2sc(C)c(C)c2c1=O
  1, /, -4, /, -9
51: Cc1nc(C)c(-c2ccn(S(=O)(=O)c3ccc(Cl)cc3)n2)o1
  8, /, -9, /, -4
52: Cc1ccc(NC(=O)Cn2c(CCC(=O)O)ccc2-c2cccs2)cc1Cl
  -1, /, -20, /, 3
53: Cc1ccc(S(=O)(=O)N/N=C\C=C\c2ccccc2)cc1
  3, /, -11, /, 13
54: CCN(CC)c1cc(Cl)nc(N)n1
  3, /, -11, /, ?
55: CCNC(=O)NC(=O)C(C)OC(=O)Cc1coc2cc3c(cc12)CCC3 (stereo not drawn)
  -4, /, -23, /, -2
56: Cc1c(C)n(Cc2ccccc2)c2ccc(C(=O)OCCCN(C)C)cc12
  4, /, 42, /, -21
57: O=C(c1cc(COc2ccc(F)cc2Cl)on1)N1CCCC(c2ccccc2)C1 (stereo not drawn)
  -1, /, 5, /, 10
58: Fc1cccc(CN2CCN(Cc3nc(-c4cnccn4)no3)CC2)c1
  -1, /, -13, /, -3
59: CC(=O)NC(=C(Cl)Cl)S(=O)(=O)c1ccccc1
  4, /, 2, /, -37
60: OCCN(Cc1ccccc1)C(=S)NC1CCCCC1
  -2, /, -10, /, 0

# Among those listed so far, these have fluorine:
# Values run as follows: ERAP1 inh, Cneo AK release, RAD52 anneal inh, E-sel inducer, PGC1a acetyl inh
1: COc1ccc(N=C2SC(C(=O)Nc3ccc(F)cc3)CC(=O)N2C)cc1 (stereo not drawn)
  0, /, -6, /, -9
7: COc1ccccc1-c1ccc(SCc2ccc(F)cc2)nn1
  -2, /, -18, /, 4
29: COCCNC(=O)C(OC(=O)c1cccs1)c1ccc(F)cc1 (stereo not drawn)
  -4, /, -14, /, 8
34: O=C(Nc1ccc([N+](=O)[O-])cc1)Nc1ccc(Cl)cc1F
  -1, /, -2, /, -14
36: O=C(C1CCCC1)N1CC(=O)N2[C@H](C1)[C@H](c1ccc(C#Cc3cccc(F)c3)cc1)[C@@H]2CO
  -3, /, -34, /, -4
38: FC(F)(F)c1ccc(-c2nnc(-c3ccccn3)c(-c3ccccn3)n2)nc1
  -3, /, -7, /, -2
57: O=C(c1cc(COc2ccc(F)cc2Cl)on1)N1CCCC(c2ccccc2)C1 (stereo not drawn)
  -1, /, 5, /, 10
58: Fc1cccc(CN2CCN(Cc3nc(-c4cnccn4)no3)CC2)c1
  -1, /, -13, /, -3

# Carrying on:
# Values run as follows: ERAP1 inh, Cneo AK release, RAD52 anneal inh, E-sel inducer, PGC1a acetyl inh
61: CCOC(=O)c1[nH]c2cc(OC)c(OC)cc2c1NC(=O)CCN1CCSCC1
  -1, /, -8, /, -16
62: O=C(Nc1cccn2ncnc12)C(F)(F)F
  14, /, -5, /, 11
63: O=C(O)c1cccnc1SCc1cn2cc(Br)ccc2n1
  2, /, 0, /, 9
64: COc1ccc(CC(=O)NCc2nnc(SCC(=O)Nc3ccccc3)n2C)cc1
  -1, /, -5, /, -3
65: COc1ccc(NC(=O)CCS(=O)(=O)c2cccc3nonc23)cc1
  -2, /, -1, /, -5
66: COc1cc(CNCc2ccccc2C(F)(F)F)cc(OC)c1
  -4, /, -9, /, 12
67: C=CCNc1ncnc2c1[nH]c1ccc(C)cc12
  1, /, -7, /, 2
68: O=C(COC(=O)Cc1c[nH]c2ccccc12)NC1CCCCC1
  -2, /, -6, /, -1
69: COc1cc(C)ccc1S(=O)(=O)N1CCCCCC1
  11, /, -6, /, -9
70: CCc1ccc(NC(=O)c2c(C(=O)Nc3ccccc3)sc3nc(C)cc(=O)n23)cc1
  0, /, 0, /, 3
71: CCc1cccc(CC)c1NC(=O)C[n+]1cccc(C(N)=O)c1
  12, /, -26, /, -1
72: CC(=O)Nc1nnc(SCc2cc(=O)c(OC(=O)c3ccccc3)co2)s1
  -3, /, -12, /, 1
73: CCc1ccc(C(=O)COC(=O)C(CCSC)NC(=O)c2ccccc2)cc1 (stereo not drawn)
  1, /, -12, /, -2
74: CC(C)C[C@@H]1COCc2cn(nn2)CC[C@H](Cc2ccccc2)C(=O)N1
  /, 1, 2, 0.1, /
75: Cn1nc([N+](=O)[O-])nc1Sc1cccc2cccnc12
  /, /, -15, -0.3, -10
76: COc1ccc(C#Cc2ccc([C@H]3[C@@H](CO)N4C(=O)CN(C(C)=O)C[C@H]34)cc2)cc1
  /, /, -9, -0.2, 0
77: Cc1nnc2ccc(-c3ccc(NC(=O)Cc4cccs4)cc3)nn12
  /, /, -8, -0.3, -3
78: Cc1c(CN2CCC(CO)(CCOc3ccccc3)CC2)[nH]c2c(Cl)cccc12
  /, /, -12, -0.2, -21
79: O=C1CSC(c2cccnc2)N1CC1CC1 (stereo not drawn)
  /, /, -19, 0.7, 7
80: COc1cc(/C=C2\SC(=S)N(NC(=O)c3cccnc3)C2=O)ccc1O
  /, /, i, -0.3, 2
